Screens: PubChem, several laboratories
NS5 inhibitors: Dengue-2 NS5 methyltransferase inhibitors, primary screen, biochemical, confirmation dose response (AID 588689). Dengue-2 NS5 methyltransferase capping enzyme assay, biochemical; higher % means a stronger effect. inhibition, % at 25 µM; hits with a dose series show IC50 in µM. 0.3% of 340,000 active; in the data active = a potency from the dose series
MgcRacGAP inhibition: MgcRacGAP GTPase-activating activity inhibitors, confirmation, biochemical, ADP Hunter fluorescence. one-dose inhibition, % at 30 µM; IC50 in µM for titrated hits. AID 624330. MgcRacGAP-stimulated Rac1 GTP hydrolysis, ADP Hunter fluorescence; higher % means a stronger effect; GST-tagged Rac1 F28L mutant substrate. 0.6% of 340,000 active;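 active = first-screen hits whose inhibition reached a set limit at any dose in the follow-up dose series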;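 note: fluorescence reports GDP produced by GAP-driven GTP hydrolysis; strong numbers were not always called active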
Large T inhibition: TAg ATPase/helicase activity blockers – biochemical (AID 1903); one-dose inhibition, % at 20 µM; IC50 in µM for titrated hits; 0.39% of 310,000 active; SV40 large T antigen ATPase/helicase inhibition assay; higher % means a stronger effect; in the data active = a potency from the dose series; note: strong numbers were not always called active
Siah-1 displacement: blockers of Siah-1 interaction with plectin peptide – biochemical, fluorescence polarization, rhodamine-plectin, uHTS, primary screen (AID 1817). Siah-1 / rhodamine-plectin peptide fluorescence polarization; higher % means a stronger effect. one-dose displacement, % at 20 µM; IC50 in µM for titrated hits. 0.02% of 290,000 active;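 active = displacement of at least 50% at 20 µM, with a fluorescence ratio check between 0.3 and a set limit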;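 note: plate controls were Siah plus tracer with DMSO for no effect and tracer alone without Siah for full effect; strong numbers were not always called active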
UTI89 phage lysis: inhibition of K1F phage lysis, E. coli UTI89, bacterial capsule biogenesis inhibitors, alamar blue (AID 488966); E. coli UTI89 K1F phage lysis, alamar blue, 2 h; higher % means a stronger effect; inhibition, % at 100 µM; hits with a dose series show IC50 in µM; 0.02% of 340,000 active;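 active = phage lysis inhibition, versus mean bacterial control, above a set limit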;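 note: capsule biogenesis inhibitors block K1F phage lysis so surviving cells raise fluorescence; higher fluorescence means more inhibition of phage lysis; actives were called in the ten point dose series up to 300 µM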
NTR1 agonist: NTR1-driven beta-arrestin-GFP spot formation – imaging, U2OS cells, high content, primary screen (AID 493036); P30989; agonist mode; activation, % at 20 µM; 0.17% of 330,000 active;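 active = activation at or above 40% of the spot to cytoplasm intensity ratio, with at least 20 cells analyzed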;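 note: 0% = DMSO without peptide and 100% = 100 nM NTR1 peptide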
Target sequence (P30989 whole entry, looked up): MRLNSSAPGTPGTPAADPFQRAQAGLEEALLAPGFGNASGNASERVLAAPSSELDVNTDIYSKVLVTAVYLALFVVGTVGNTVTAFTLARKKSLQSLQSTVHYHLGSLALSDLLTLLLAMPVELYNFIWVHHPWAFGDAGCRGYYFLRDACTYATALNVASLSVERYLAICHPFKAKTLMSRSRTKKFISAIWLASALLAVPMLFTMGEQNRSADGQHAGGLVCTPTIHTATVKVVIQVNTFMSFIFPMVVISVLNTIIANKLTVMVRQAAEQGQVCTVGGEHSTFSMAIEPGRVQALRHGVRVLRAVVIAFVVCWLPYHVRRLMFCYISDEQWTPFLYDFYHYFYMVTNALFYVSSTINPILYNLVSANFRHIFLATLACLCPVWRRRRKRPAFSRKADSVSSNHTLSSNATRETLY
AID2073: inhibitors of Mint1-CaV2.2 protein interaction, biochemical, HTRF (AID 2073); inhibition, % at 20 µM; hits with a dose series show IC50 in µM; HTRF protein-protein interaction, Mint1-CaV2.2; higher % means a stronger effect; 0.19% of 290,000 active; in the data active = inhibition mostly above about 51%, no sharp cut-off; note: some results filed as inactive read as strong as hits
RSV CPE inhibition: inhibition of RSV-induced cytopathic effect – HEp-2 cells, primary 10 µM value included (AID 2391) | HEp-2 cells, RSV-induced CPE inhibition; higher % means a stronger effect | 0.13% of 310,000 active | CPE inhibition, % at 10 µM, or IC50 in µM where a hit was titrated; in the data active = a potency from the dose series; note: strong numbers were not always called active
West Nile virus CPE: West Nile virus antiviral activity, cell-based, CPE readout (AID 1621); West Nile virus-infected cells, CPE inhibition; higher % means a stronger effect; one-dose CPE inhibition, % at 10 µM; IC50 in µM for titrated hits; 0.02% of 290,000 active; in the data active = a potency from the dose series; note: strong numbers were not always called active
NTR1 agonist cell count 20 µM: recorded beside NTR1 agonist, whose call it bears; cell count; measured here: cell count, cytotoxicity flag
NS5 inhibitors pilot replicate: second read-out of NS5 inhibitors, no call of its own (marks repeat the call); inhibition, %; measured here: pilot screen replicate inhibition
* hit, by the source's call; x = no result given; [ ] = remark or other dose. Hits appear at their usual frequency; about 1.6% have a hit in one of these screens.

SMILES	NS5 inhibitors	MgcRacGAP inhibition	Large T inhibition	Siah-1 displacement	UTI89 phage lysis	NTR1 agonist	NTR1 agonist cell count 20 µM	AID2073	RSV CPE inhibition	West Nile virus CPE	others
O=C1c2ccccc2C(=O)N1Cc1nc2ccccc2c(=O)n1CCCN1CCOCC1	7%	7%	13%	-2%	0.4%	-0.5	72	0%	0.6%	0.0%	NS5 inhibitors pilot replicate=1.5
Cc1cc(C)c(S(C)(=O)=O)c(N(C)NC(=O)c2c(F)cccc2F)n1	-5%	5%	6%	2%	2.0%	1.3	28	-7%	0.3%	-0.5%
CC1(C)CC2CC(C)(CN2C(=O)c2ccc([N+](=O)[O-])cc2[N+](=O)[O-])C1 (stereo unspecified)	-10%	4%	-4%	7%	0.2%	2.3	43	14%	-0.1%	-0.6%
c1ccc2cc(-c3cc4ccccn4c3)ccc2c1	2%	9%	8%	0%	4.3%	-0.1	58	13%	1.2%	0.2%
O=C(COC(=O)c1nc(Cl)ccc1Cl)NCc1cccs1	-7%	-2%	8%	x	0.0%[50 µM]	-0.7	68	x	-1.8%	x
CCOC(=O)C1CCN(Cc2cnc(Oc3ccc(OC)cc3)s2)CC1	-4%	1%	6%	-6%	0.3%	-0.3	69	-3%	1.9%	-0.1%
COc1ccccc1-c1cc(C(F)(F)F)nc(S(C)(=O)=O)n1	-26%	13%	19%	2%	-0.5%	15	66	-14%	-2.0%	x
c1ccc(C[C@H]2CNCCN2CCCCC2CCCCC2)cc1	-1%	4%	17%	x	-12%	14	92	x	-4.4%	x
Cc1oc(-c2cccs2)nc1CN1CCN(C(C)C)C(CCO)C1 (stereo unspecified)	-6%	5%	50%	-3%	1.6%	0.8	39	2%	-2.1%	0.6%
CC(C)CN(CC(C)C)C(=O)COc1ccccc1C(N)=O	-7%	3%	7%	0%	-0.1%	-0.7	34	-9%	0.6%	-0.8%
CCCCC(=O)NC(=S)Nc1c(C)cc(Br)cc1C	1%	12%	-9%	-2%	0.1%	4.8	86	-8%	0.9%	-1.7%
COc1ccccc1OCCSc1nnc(CNC(=O)c2ccco2)n1C	6%	-3%	6%	2%	-0.3%	8.1	60	2%	0.9%	0.2%
CC1(C)CC(=O)CC(=O)/C1=N\Nc1c(Cl)cc(Cl)cc1Cl	1%	-4%	-1%	4%	0.9%	-0.3	42	10%	1.6%	0.2%
COCCNC(=O)/C(C#N)=C/c1ccc(OC(=O)c2cccs2)c(OC)c1	-5%	-4%	6%	-1%	-0.6%	x	x	4%	x	-0.6%
O=C(OCCCc1cc2ccccc2c(=O)o1)c1ccc2c(c1)OCO2	-1%	8%	x	x	-0.2%	-1.1	49	x	0.1%	x
Cc1ccc(S(=O)(=O)N2CCOC2CNC(=O)C(=O)NCCCc2ccccc2)cc1 (stereo unspecified)	2%	7%	8%	7%	0.1%	2.9	49	-1%	7.8%	-0.6%
Cc1cc(C)cc(OCC(=O)OCC(=O)c2c(N)n(C)c(=O)n(C)c2=O)c1	0%	10%	2%	2%	0.4%	1.4	51	3%	0.2%	0.2%
O=C(NCCOC(=O)c1ccccc1)c1ccc([N+](=O)[O-])cc1	-2%	1%	10%	10%	0.8%	-0.7	43	8%	1.5%	-0.7%
CCCCN(Cc1cc2ccccc2[nH]c1=O)C(=O)c1ccccn1	3%	15%	16%	-8%	-0.2%	1.7	39	-6%	1.9%	-0.2%
CC(C)(C)n1nnnc1C(c1cccs1)N(Cc1ccc(Cl)cc1)CC1CCCO1 (stereo unspecified)	-3%	3%	8%	1%	0.0%	3.1	55	-12%	3.8%	-0.3%
COc1ccc(N2CCN(S(=O)(=O)CCNC(=O)c3ccc(Br)o3)CC2)cc1	-3%	8%	6%	-4%	-5.0%	-0.9	72	6%	2.9%	-0.2%
CC(=O)N(c1ccc(N(C(C)=O)S(=O)(=O)c2cccs2)cc1)S(=O)(=O)c1cccs1	-1%	5%	8%	2%	-0.2%	-0.9	90	-1%	1.4%	0.0%
Cc1ccc(Cl)cc1NC(=O)Nc1c(C)n(C)n(-c2ccccc2)c1=O	-3%	8%	2%	10%	-0.5%[50 µM]	-0.5	49	4%	1.7%	-0.6%
CC(C)(C)c1nnc(SCC(=O)c2ccccc2)n(N)c1=O	-2%	4%	-2%	3%	0.4%	0.4	63	-27%	1.9%	-0.1%
Cc1ccc(-n2c(COc3ccccc3)n[nH]c2=S)cc1	-12%	-2%	16%	-1%	2.2%	-0.9	48	4%	0.5%	-0.1%

Reprinted from the entries so far, 14 compounds:
SMILES	NS5 inhibitors	MgcRacGAP inhibition	Large T inhibition	Siah-1 displacement	UTI89 phage lysis	NTR1 agonist	NTR1 agonist cell count 20 µM	AID2073	RSV CPE inhibition	West Nile virus CPE	others
COc1ccccc1OCCSc1nnc(CNC(=O)c2ccco2)n1C	6%	-3%	6%	2%	-0.3%	8.1	60	2%	0.9%	0.2%
CC1(C)CC(=O)CC(=O)/C1=N\Nc1c(Cl)cc(Cl)cc1Cl	1%	-4%	-1%	4%	0.9%	-0.3	42	10%	1.6%	0.2%
COCCNC(=O)/C(C#N)=C/c1ccc(OC(=O)c2cccs2)c(OC)c1	-5%	-4%	6%	-1%	-0.6%	x	x	4%	x	-0.6%
O=C(OCCCc1cc2ccccc2c(=O)o1)c1ccc2c(c1)OCO2	-1%	8%	x	x	-0.2%	-1.1	49	x	0.1%	x
Cc1ccc(S(=O)(=O)N2CCOC2CNC(=O)C(=O)NCCCc2ccccc2)cc1 (stereo unspecified)	2%	7%	8%	7%	0.1%	2.9	49	-1%	7.8%	-0.6%
Cc1cc(C)cc(OCC(=O)OCC(=O)c2c(N)n(C)c(=O)n(C)c2=O)c1	0%	10%	2%	2%	0.4%	1.4	51	3%	0.2%	0.2%
O=C(NCCOC(=O)c1ccccc1)c1ccc([N+](=O)[O-])cc1	-2%	1%	10%	10%	0.8%	-0.7	43	8%	1.5%	-0.7%
CCCCN(Cc1cc2ccccc2[nH]c1=O)C(=O)c1ccccn1	3%	15%	16%	-8%	-0.2%	1.7	39	-6%	1.9%	-0.2%
CC(C)(C)n1nnnc1C(c1cccs1)N(Cc1ccc(Cl)cc1)CC1CCCO1 (stereo unspecified)	-3%	3%	8%	1%	0.0%	3.1	55	-12%	3.8%	-0.3%
COc1ccc(N2CCN(S(=O)(=O)CCNC(=O)c3ccc(Br)o3)CC2)cc1	-3%	8%	6%	-4%	-5.0%	-0.9	72	6%	2.9%	-0.2%
CC(=O)N(c1ccc(N(C(C)=O)S(=O)(=O)c2cccs2)cc1)S(=O)(=O)c1cccs1	-1%	5%	8%	2%	-0.2%	-0.9	90	-1%	1.4%	0.0%
Cc1ccc(Cl)cc1NC(=O)Nc1c(C)n(C)n(-c2ccccc2)c1=O	-3%	8%	2%	10%	-0.5%[50 µM]	-0.5	49	4%	1.7%	-0.6%
CC(C)(C)c1nnc(SCC(=O)c2ccccc2)n(N)c1=O	-2%	4%	-2%	3%	0.4%	0.4	63	-27%	1.9%	-0.1%
Cc1ccc(-n2c(COc3ccccc3)n[nH]c2=S)cc1	-12%	-2%	16%	-1%	2.2%	-0.9	48	4%	0.5%	-0.1%
